Assay outcomes from PubChem.
PfGluPho inh – PfG6PD (Plasmodium falciparum) enzyme inhibition. PfGluPho enzyme, NADPH resazurin-diaphorase fluorescence. inhibition, % at 20 µM. actives 0.78% (n = 350,000). AID 504690;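 active means inhibition reaching at least a set limit at 20 µM in the primary screen, cut at about 59% in these data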;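 further: 0% = DMSO wells with substrate and 100% = DMSO wells lacking glucose-6-phosphate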
SENP8 inh – blocks human SENP8 cleavage of Nedd8 substrate. Q96LD8. recombinant SENP8, Nedd8 substrate fluorescence. inhibition, % at 20 µM. actives 0.64% (n = 360,000); in the data active means inhibition mostly above about 40%, no sharp cut-off; inactive means mostly below about 27%
Target sequence (Q96LD8 whole entry, looked up): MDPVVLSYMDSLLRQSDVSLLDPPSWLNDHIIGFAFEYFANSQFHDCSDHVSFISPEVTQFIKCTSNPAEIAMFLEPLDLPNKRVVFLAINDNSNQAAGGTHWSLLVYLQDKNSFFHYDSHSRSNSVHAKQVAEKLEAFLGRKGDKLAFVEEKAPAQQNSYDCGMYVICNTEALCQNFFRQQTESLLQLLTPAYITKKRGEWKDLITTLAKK
SENP1 inh – inhibitors of human SENP1 SUMO protease catalytic domain; inhibition, % at 10 µM; recombinant SENP1 catalytic domain, CyPet-SUMO1-YPet FRET cleavage; Q9P0U3; AID 624204; actives 0.21% (n = 360,000);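 active means inhibition at least 30% at 10 µM, raw YFP signal under a set limit, fluorescence ratio 0.5 to 1.5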;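 further: 0% = enzyme with DMSO and 100% = no enzyme wells; some results filed as inactive read as strong as hits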
Target sequence (Q9P0U3 419-644 limits assumed): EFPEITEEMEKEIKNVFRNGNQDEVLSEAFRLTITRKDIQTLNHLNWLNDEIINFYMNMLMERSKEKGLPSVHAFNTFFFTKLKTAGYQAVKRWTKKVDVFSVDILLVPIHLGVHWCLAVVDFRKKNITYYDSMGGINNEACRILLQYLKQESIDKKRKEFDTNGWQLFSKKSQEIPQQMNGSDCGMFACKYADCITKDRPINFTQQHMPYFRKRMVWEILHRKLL
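Controls: no-enzyme wells low, DMSO-plus-enzyme wells high control. Test system: human recombinant His6-tagged SENP1 catalytic domain enzyme. Reagent: SFCypet-SUMO1-SFYpet FRET protein substrate, 25 nM final. Doses: one dose per compound, 10 µM, 0.5% DMSO. Detection: FRET, CFP and YFP emission. Timing: 50 min reaction at room temperature.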
hIAP activ – human IAP activation; P09923; purified human IAP, CDP-Star luminescence, 30 min; stronger effect = higher value; 1 = vehicle-only enzyme, 0 = enzyme-free background; activation factor at 10 µM; actives 0.16% (n = 330,000); AID 2524;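 active means activation factor of the enzyme at least 2-fold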; further: the source names both 10 and 20 µM as test concentration; values of inactives mirror those of a sister screen read the other way
Target sequence (P09923 whole entry, looked up): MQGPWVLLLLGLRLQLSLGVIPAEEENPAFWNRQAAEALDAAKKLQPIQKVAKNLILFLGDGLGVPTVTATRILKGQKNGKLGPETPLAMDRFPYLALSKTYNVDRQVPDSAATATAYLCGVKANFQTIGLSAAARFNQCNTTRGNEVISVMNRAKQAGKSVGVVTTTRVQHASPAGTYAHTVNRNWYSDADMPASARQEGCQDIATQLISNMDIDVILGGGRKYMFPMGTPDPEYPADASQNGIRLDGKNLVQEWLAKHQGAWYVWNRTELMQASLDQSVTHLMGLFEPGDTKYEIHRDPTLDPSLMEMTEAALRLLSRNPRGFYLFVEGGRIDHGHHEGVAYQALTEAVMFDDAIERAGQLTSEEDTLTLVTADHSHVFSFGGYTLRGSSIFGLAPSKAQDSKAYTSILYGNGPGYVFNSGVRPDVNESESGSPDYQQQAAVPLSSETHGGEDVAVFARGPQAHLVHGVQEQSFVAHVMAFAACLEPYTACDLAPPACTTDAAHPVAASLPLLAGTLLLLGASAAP
MPTP block – blocks calcium-induced mitochondrial swelling; isolated mouse mitochondria, Ca2+ swelling absorbance, 30 min; inhibition, % at 10 µM; actives 1.4% (n = 360,000);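 active means inhibition of 50% or more, scaled per plate between neutral and stimulator controls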;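 further: 0% = DMSO wells given calcium and 100% = 1 mM EGTA wells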
SENP6 inh – SENP6 protease inhibition; Recombinant SENP6 catalytic domain, aminoluciferin luminescence; inhibition, % at 10 µM; actives 1.8% (n = 330,000);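 active means inhibition above about 50% at the single tested dose, limit read from the data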;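 further: plate controls were DMSO wells with enzyme for no effect and DMSO wells lacking enzyme for full effect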
ATG4B inh – inhibitors of human ATG4B cysteine protease | inhibition, % at 8.33 µM | actives 0.51% (n = 340,000) | ATG4B cleavage of LC3-PLA2, NBD-HPC fluorescence, 1 h | Q9Y4P1; in the data active means inhibition above about 40%
NR3A LBD binder – NR3A (human) ligand-binding domain modulation; NR3A LBD differential scanning fluorimetry, Tm shift; 0% = protein alone, 100% = glycine-bound protein; Tm shift relative to glycine control, % at 25 µM; actives 2.5% (n = 340,000);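 active means melting temperature shift of at least 10% of the positive control shift, at one fixed dose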
The depositor's hits bear a star; i = inactive; . = not tested or not shown.

SMILES	PfGluPho inh	SENP8 inh	SENP1 inh	hIAP activ	MPTP block	SENP6 inh	ATG4B inh	NR3A LBD binder
COc1cccc(CNC(=O)CCC2CCCN(C(=O)c3cc(C4CC4)[nH]n3)C2)c1 (configuration not stated)	1	16	0	1.3	3.0	6	0	-4
O=C(CSc1n[nH]c(=O)n1-c1cccnc1)Nc1ccccc1Cl	-11	-1	2	0.96	0.1	19	-2	0
COc1ccccc1CN1CCNC(=O)C1CC(=O)NCCCn1cccn1 (configuration not stated)	-12	-22	1	1.1	0.2	-2	-4	-3
Fc1cccc2ncnc(OCc3ccccc3)c12	8	-4	2	1	0.3	5	-1	-1
CC(NC(=O)Cn1cccc1C(=O)c1ccccc1)c1ccc2c(c1)OCCO2 (configuration not stated)	6	16	1	0.98	-0.6	-20	1	0
COc1ccc(NC(=O)CN2C(=O)C(c3ccccc3)=NC23CCCCCC3)cc1	2	18	0	0.89	0.6	12	4	-3
Nc1ccc(CCc2ccccn2)cc1	6	-11	5	.	-2.5	.	2	-10
COC(=O)C(NC(=O)c1ccccc1)C(C)(C)SCc1ccccc1 (configuration not stated)	2	5	1	.	0.5	.	.	.
O=C(Nc1ccc(F)cc1)Oc1ccccc1N1CCOCC1	7	10	1	0.99	7.3	-37	1	2
O=C(c1cnc2ccc3ccccc3c2c1)c1cc(F)ccc1O	22	-5	-21	0.99	15	-5	9	0
Cn1cnnc1SCc1ccc(F)c2ccccc12	-6	9	-1	0.93	-0.5	-3	-11	-8
CN(C)NC(=O)C(NC(=O)c1ccc(N)cc1)C12CC3CC(CC(C3)C1)C2 (configuration not stated)	1	-3	2	1.1	1.6	13	-18	1
CCc1c(C)sc(NC(=O)c2ccccc2[N+](=O)[O-])c1C(N)=O	30	13	-3	1.1	-1.5	2	2	0
COC(=O)c1cccc(S(=O)(=O)N2CCN(c3nc4ccccc4s3)CC2)c1	9	13	1	1.1	0.6	-9	-15	2
O=C(O)c1ccc2c(=O)[nH]c(CCl)nc2c1	-2	-88	-4	0.94	-0.2	24	4	1
Cc1nc(-c2ccccc2)sc1C(=O)CSc1ccc(Br)cc1	24	18	2	0.99	0.9	-10	-8	-6
Cc1cc(NC(=O)c2ccc(F)cc2F)n(-c2nc3ccccc3[nH]2)n1	0	-7	0	1.6	1.3	-14	-10	2
Cc1ccccc1NC(=O)c1[nH]cnc1C(=O)NN	-10	19	1	1.8	-0.4	-9	-3	0
COc1ccc(Cl)cc1S(=O)(=O)N(C)CC(=O)N1CCCC1	3	3	0	1.1	-0.8	6	-4	0
CCN(CC(=O)Nc1c(F)cccc1F)C(=O)CNC(=O)c1ccc(C)s1	-2	2	0	0.92	1.6	13	1	7
COc1ccc(-c2cc(C(=O)N/N=C/c3ccc(OC)c(COCC(F)(F)C(F)F)c3)c3ccccc3n2)c(OC)c1	-9	i	-2	0.94	-1.7	-9	0	2
COC(=O)c1ccccc1NC(=O)COC(=O)C1CCCCC1	-3	-3	3	1	0.3	-7	-9	1
CCOC(=O)/C(C#N)=C(C)/C=C1\Sc2ccccc2N1CC	-11	28	-30	1	2.2	-5	2	-30
N#C/C(=C\c1c(N2CCN(Cc3ccccc3)CC2)nc2ccccn2c1=O)S(=O)(=O)c1ccccc1	8	-109	-29	0.88	0.2	-7	27	0
COc1ccc(N2CCN(C(=O)c3ccccc3NS(=O)(=O)c3ccc(C)cc3)CC2)cc1	-4	12	-1	1	0.9	-13	5	4
Following part:
SMILES	PfGluPho inh	SENP8 inh	SENP1 inh	hIAP activ	MPTP block	SENP6 inh	ATG4B inh	NR3A LBD binder
COc1ccc(OC)c(S(=O)(=O)N2c3ccccc3CC2C)c1 (configuration not stated)	7	11	0	1	2.6	8	-14	-2
Cc1ccc(S(=O)(=O)N(Cc2ccccc2Cl)C(=O)N2CCN(C)CC2)cc1	1	16	2	1.1	0.0	-14	-4	1
Cc1ccc(S(=O)(=O)CC(=O)N(C)C)cc1	-11	26	3	0.91	-1.2	1	5	0
CN(CC/C=C1/c2ccccc2CSc2ccccc21)CCCO	-6	8	1	1.1	-1.0	0	17	-6
COC(=O)c1cc2ccccc2c(-c2c(O)ccc3ccccc23)c1O	12	14	-3	0.9	1.5	5	2	12*
COc1ccc(OC)c(C(C)NC(=S)NC2CCCCC2)c1 (configuration not stated)	5	13	0	1.2	1.4	8	-5	1
COc1ccc(-c2n[nH]c(=S)n2-c2ccc(C)cc2C)cc1	46	-18	-2	1.1	-0.8	-21	3	0
O=C(c1ccc(F)cc1)n1c(NCc2ccccc2)n[nH]c1=S	7	-377	4	1.2	0.8	2	6	-2
C=CCNC(=O)c1csc(-c2ccccc2)n1	7	21	2	0.99	-0.6	-18	-9	1
CCOC(=O)CSC1=C(C#N)C(c2ccco2)C(C(=O)OCc2ccccc2)=C(C)N1 (configuration not stated)	7	-38	3	0.91	-1.6	4	-6	-20
COc1ccc(-n2ccn(CC(=O)Nc3ccc(OC)cc3OC)c(=O)c2=O)cc1	-14	0	1	0.56	-2.1	16	4	-4
Cc1coc2cc3oc(=O)c(CCC(=O)NC4CC4)c(C)c3cc12	-12	-150	-3	0.97	11	-5	16	-2
O=C(CCl)c1ccc2[nH]c(=O)oc2c1	-14	-17	-4	0.99	4.3	0	0	0
COCCCn1c(SCc2nnc(-c3ccc(OC)c(OC)c3)o2)nc2ccccc2c1=O	-5	4	4	0.98	0.7	-19	7	2
COc1ccc(C2CC(c3c(O)cc(C)oc3=O)=NCCS2)c(OC)c1 (configuration not stated)	9	-16	-20	0.93	0.1	-15	-21	-1
CC(C)C(=O)Nc1ccc(N2CCN(C(=O)c3cccs3)CC2)cc1	4	18	3	0.89	-0.5	-5	2	1
O=C(C1CC(=O)N(C2CCCCC2)C1)N1CCc2ccccc21 (configuration not stated)	-7	8	-6	1.1	1.1	1	-10	-1
CCOC(=O)c1nn(-c2ccc(F)cc2)c(C)c1C(C)=O	-16	26	4	1.2	1.4	-17	-11	-1
CC(=O)NS(=O)(=O)c1ccc(N=NN2CCOCC2)cc1	-8	10	1	0.99	-1.7	-16	3	0
Cc1ccc(Cc2nnc(SCC(=O)Nc3ccccc3)[nH]c2=O)cc1	-31	15	0	0.83	0.9	-8	0	1
CCOc1ccccc1NC(=O)CSc1nc(N)c(C#N)cc1C#N	0	-58	-19	0.93	-0.6	3	5	4
O=S(=O)(NCCN1CCOCC1)c1cc(Cl)c(Cl)cc1Cl	-17	3	0	1.2	0.8	-10	-1	1
COc1ccc(-c2nc3c(c(SCC(=O)Nc4cccc(O)c4)n2)Cc2c(CO)cnc(C)c2O3)cc1	-4	-14	-9	1.1	-1.0	3	3	8
COc1ccc(/C=C/C(=O)OCC(=O)NC(=O)NC(C)(C)C)cc1	21	8	0	1.1	-2.0	-53	-17	1
O=C(CN1CCN(Cc2ccc3c(c2)OCO3)CC1)c1c[nH]c2ccccc12	9	2	-4	0.83	0.5	1	-9	3
Other entries.
SMILES	PfGluPho inh	SENP8 inh	SENP1 inh	hIAP activ	MPTP block	SENP6 inh	ATG4B inh	NR3A LBD binder
O=C(NS(=O)(=O)Oc1ccc(F)c(Cl)c1)OC[C@@H]1CCCN2CCCCC12 (some centres not stated)	12	13	1	1	-0.9	-24	-5	0
Cc1c(C(=O)N2CCN(CCc3ccccn3)CC2)oc2ccc(F)cc12	17	4	1	1	0.4	13	-8	1
NC(=O)c1nsc(C(=O)N(c2ccccc2)C(C(=O)NC2CCCCC2)c2ccc(O)cc2)c1N (configuration not stated)	-13	-323	-34	1	-0.6	8	14	-3
CCOC(=O)CN1C(=O)C(=O)N(Cc2c(F)cccc2Cl)C1=O	1	9	1	0.95	-0.9	-8	-2	-2
CC(C)OCCCNC(=O)CN1C(=O)c2cccc3cccc1c23	-14	-173	-14	0.98	0.5	-5	-3	0
CC[n+]1c(/C=C2/C=C(C)CC(C)(C)C2)sc2ccc(OC)cc21	45	-12	-32	0.96	26	-11	1	-1
CNC(=O)c1cc2cc(OC)ccc2n1CCN(C)C	1	-321	0	1.1	-1.0	6	2	-5
C/C(=N\NC(=O)CO/N=C(\C)c1cccs1)c1ccc(N)cc1	-7	9	1	1.1	0.2	8	-5	-1
OC(COc1ccccc1)CSc1ncn[nH]1 (configuration not stated)	-5	5	0	0.74	-0.4	22	-2	1
Cn1c(SCC(=O)N2CCCc3ccccc32)nc2ccccc2c1=O	0	26	1	0.92	34	1	-9	-2
COc1nc(NC(C)C)nc(N(C#N)CN2C(=O)c3ccccc3S2(=O)=O)n1	6	32	4	1.1	2.3	-39	-1	-1
N=c1c(C(=O)NCc2ccc(F)cc2)cc2c(=O)n3ccccc3nc2n1CC1CCCO1 (configuration not stated)	-5	-430	4	1.1	7.3	-4	-11	-1
Cc1cc(C)n(Cc2ccc(F)cc2)c(=O)c1C#N	-6	-62	-2	1.1	0.1	1	0	0
COC(=O)c1[nH]c2ccc(F)cc2c1NS(=O)(=O)c1ccc(OC)cc1	-12	-21	3	0.83	-1.1	5	2	-8
Cc1ccc([N+](=O)[O-])cc1NC(=S)NC(=O)c1cccs1	-15	0	0	0.99	0.9	0	6	-1
COC(=O)c1ccc(C2Nc3cccc4cccc(c34)N2)cc1	55	54*	11	0.97	-5.7	27	-18	3
COCCN(C(=O)COC(=O)/C=C/c1ccc2ccccc2n1)c1c(N)n(Cc2ccccc2)c(=O)[nH]c1=O	8	-15	-1	1	-2.4	5	2	2
CN(C)S(=O)(=O)c1cccc(C(=O)OCC(=O)Nc2ccccc2OC(F)F)c1	2	9	-2	1.1	0.0	-27	-19	3
COc1ccc(C(C)=O)cc1CSc1nnc(-c2ccccc2O)n1-c1ccccc1	-11	-3	1	0.97	0.1	-6	-6	-4
COc1cccc(OC)c1C(=O)NC(=S)Nc1ccc2c(c1)C(=O)N(C)C2=O	-19	-12	4	0.91	0.5	7	-2	-2
CN(C)c1ccc(C(=O)C(=O)c2ccccc2)cc1	-10	27	4	0.87	0.7	5	-7	1
CC1CCC(NC(=O)C2COc3ccccc3O2)CC1 (configuration not stated)	-9	9	-1	0.94	0.1	-7	5	-2
Cc1cc(C)n(C(=O)CNC(=O)C(c2ccccc2)c2ccccc2)n1	-3	29	2	1.1	-3.9	-6	-5	-3
COc1ccc(OC)c2c1C(=O)CC2C (configuration not stated)	-4	-472	-1	.	0.3	.	.	.
Cc1ccc(C)c(-c2csc(NC(=O)c3c(C)noc3C)n2)c1	-13	-24	0	1	1.4	-16	3	1
O=C(COC(=O)C1COc2ccccc2O1)c1ccc(F)cc1 (configuration not stated)	-3	7	1	.	-0.4	.	.	.
COC(=O)c1ccccc1S(=O)(=O)Nc1ccc2cn[nH]c2c1	23	9	-1	1.1	-1.3	8	-3	2
COC(=O)C1CC(=O)c2sccc2C1 (configuration not stated)	3	10	-1	1	1.3	-4	12	4
COC(=O)[C@@]12CCCCN1[C@H](c1ccc(-c3ccc(C(C)=O)cc3)c(OC)c1)[C@@H]1C(=O)N(C)C(=O)[C@@H]12	8	-83	-1	1.1	-2.3	-17	-20	1
CCOC(=O)c1cc(-c2ccccc2)sc1NC(=O)C(C)OC(=O)c1cccc(S(=O)(=O)N(C)C)c1 (configuration not stated)	10	-92	1	0.76	3.8	14	-4	1

Compound profiles, as listed above. Order of values: PfGluPho inh	SENP8 inh	SENP1 inh	hIAP activ	MPTP block	SENP6 inh	ATG4B inh	NR3A LBD binder
Listed for COc1ccc(-n2ccn(CC(=O)Nc3ccc(OC)cc3OC)c(=O)c2=O)cc1 = -14	0	1	0.56	-2.1	16	4	-4
Listed for COc1ccc(OC)c2c1C(=O)CC2C (configuration not stated) = -4	-472	-1	.	0.3	.	.	.
Listed for COc1ccc(NC(=O)CN2C(=O)C(c3ccccc3)=NC23CCCCCC3)cc1 = 2	18	0	0.89	0.6	12	4	-3
Listed for Cc1ccc(S(=O)(=O)N(Cc2ccccc2Cl)C(=O)N2CCN(C)CC2)cc1 = 1	16	2	1.1	0.0	-14	-4	1
